aGal spleen mod = alpha-galactosidase A (human) modulation | P06280 | human spleen homogenate, 4MU-alpha-Gal fluorescence, 40 min | Potency, µM (titrated, usually from 80 µM), for inactives: top-dose activity change, negative = inhibition, hits mostly inhibitors | 0.008% of 240,000 active | AID 2107;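 also: potency is read from the fitted curve at half-maximal effect; 0% = enzyme with vehicle and -100% = no enzyme basal signal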
Target sequence (P06280 32-429 limits assumed): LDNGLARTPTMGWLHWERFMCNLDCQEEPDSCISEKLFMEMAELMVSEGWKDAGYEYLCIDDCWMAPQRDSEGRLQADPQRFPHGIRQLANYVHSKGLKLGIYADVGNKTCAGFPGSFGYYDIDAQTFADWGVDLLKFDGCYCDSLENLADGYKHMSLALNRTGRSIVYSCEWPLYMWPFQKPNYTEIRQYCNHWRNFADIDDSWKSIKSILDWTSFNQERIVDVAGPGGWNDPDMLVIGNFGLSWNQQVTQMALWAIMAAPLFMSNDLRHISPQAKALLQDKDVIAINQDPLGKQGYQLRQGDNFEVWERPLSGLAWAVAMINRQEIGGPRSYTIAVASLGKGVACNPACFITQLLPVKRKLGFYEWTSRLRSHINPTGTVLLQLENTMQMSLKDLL
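Human spleen homogenate (1 ug) was the enzyme source, with 4-methylumbelliferyl-alpha-D-galactopyranoside (1 mM final) in pH 5.0 citrate buffer with 0.01% Tween-20. Compounds were titrated; after 40 min at 37C, NaOH/glycine stop, 4-MU fluorescence read; AC50 from Hill fits.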
TR SRC2 fluor cs = counter-screen for TRb-SRC2 inhibitors: fluorescence interference | 0.29% of 280,000 active | AID 1479 | Potency, µM (doses to about 106 µM), without a hit: at the highest dose fluorescence change, negative = quenching | TRb/SRC2 Texas Red total fluorescence interference; active = well fitted curve in either direction with a large enough effect; inconclusive = small, poorly fitted or top-dose-only effect; also: potency is read from the fitted curve at half-maximal effect; % is scaled to controls: 0 for no effect and ±100 for the full control effect
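Human TRβ ligand-binding domain (0.6 uM) and Texas Red SRC2 peptide (20 nM) in Tris buffer with 1 uM T3 and 5% DMSO were incubated with pinned compound for 5 hr at ambient temperature. Total fluorescence was computed as S + 2P (555/632 nm).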
NPSR antagonist = antagonists of human neuropeptide S receptor cAMP signaling. Potency, µM (titrated, usually from 38.3 µM), for the others: top-dose activity change, negative = inhibition, usual class: inhibitors. Q6W5P4. 1% of 220,000 active. CHO-NPSR cells, cAMP TR-FRET, antagonist mode; also: potency is read from the fitted curve at half-maximal effect; % is scaled to controls: 0 for no effect and ±100 for the full control effect; nearly all actives have a fitted effect of over 50% in size; many of its hits are not listed in these tables
CBFb-RUNX1 inh = CBF-beta/RUNX1 interaction disruption | 230,000 tested, under 10 active | Potency, µM (titrated, usually from 59.8 µM), without a hit: top-dose activity, negative = inhibition, hits mostly inhibitors | Q01196+Q13951 | AlphaScreen CBFb-His/RUNX1-biotin binding, biochemical; also: % of control where 0% means no effect
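Proteins preincubated together for 20 min at RT before compound addition; 15 min later, nickel and streptavidin beads were added and left 90 min prior to AlphaScreen measurement.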
Epigenetic reg = regulators of epigenetic silencing causing reporter derepression in mouse cells. murine LDR cells, GFP reporter derepression, 30 h. Potency, µM (top dose mostly 53.9 µM), inactives show top-dose GFP activation, most hits filed as activators. 0.2% of 280,000 active; also: potency is read from the fitted curve at half-maximal effect; % of control where 0% means no effect; nearly all actives have a fitted effect of over 60% in size
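Reporter derepression read as number of fluorescent GFP-positive objects, 20-120 um in size, counted by laser-scanning cytometer. Mouse LDR line with an epigenetically silenced CMV-GFP locus; compound incubation 30 h, 37 C.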
Tau fibril FP = blocks human tau fibril formation measured by polarization; K18 P301L tau heparin fibrillization, Alexa594 FP, 6 h; Potency, µM (highest dose often 57.7 µM), without a hit: at the highest dose activity, negative = inhibition, usual class: inhibitors; 0.39% of 280,000 active; AID 1468; also: potency is read from the fitted curve at half-maximal effect; % is scaled to controls: 0 for no effect and ±100 for the full control effect; nearly all actives have a fitted effect of over 55% in size
Target sequence (P10636 561-689 P618L limits assumed): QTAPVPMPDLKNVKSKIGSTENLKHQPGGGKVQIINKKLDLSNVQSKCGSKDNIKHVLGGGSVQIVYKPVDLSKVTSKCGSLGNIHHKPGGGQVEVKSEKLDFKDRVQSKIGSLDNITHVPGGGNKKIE
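Steps: dispense K18 P301L tau (15 uM plus 0.24 uM Alexa 594 tracer, final) in pH 7 sodium acetate; add compound; add heparin (20 uM final); incubate 6 hr, 37 C; add ThT (30 uM final); after 1 hr ambient, read FP.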
Tau fluor counter = counter-screen for tau fibril formation inhibitors; Potency, µM (top dose mostly 57.7 µM), without a hit: at the top dose activity change, negative = decrease; tau K18 P301L (four-repeat tau fragment) Alexa594 fluorescence, heparin fibrillization; 0.93% of 280,000 active; also: potency is read from the fitted curve at half-maximal effect; % is scaled to controls: 0 for no effect and ±100 for the full control effect; nearly all actives have a fitted effect of over 55% in size
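Human K18 P301L tau (15 uM unlabeled plus 0.24 uM Alexa 594-labeled, final) in 100 mM sodium acetate pH 7 was mixed with compound and 20 uM heparin and incubated 6 hr at 37 C.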
TRb SRC2 PPI = TRbeta-SRC2 interaction inhibition | Potency, µM (doses to about 106 µM), for the others: at the highest dose activity change, negative = inhibition, usual class: inhibitors | TRbeta-SRC2 peptide binding, fluorescence polarization; receptor liganded with 1 µM T3 | AID 1469 | 0.065% of 280,000 active | P10828;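 also: potency is read from the fitted curve at half-maximal effect; plate controls were bound peptide for no effect and peptide without receptor for full effect; nearly all actives have a fitted effect of over 50% in size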
Target sequence (P10828 whole entry, looked up): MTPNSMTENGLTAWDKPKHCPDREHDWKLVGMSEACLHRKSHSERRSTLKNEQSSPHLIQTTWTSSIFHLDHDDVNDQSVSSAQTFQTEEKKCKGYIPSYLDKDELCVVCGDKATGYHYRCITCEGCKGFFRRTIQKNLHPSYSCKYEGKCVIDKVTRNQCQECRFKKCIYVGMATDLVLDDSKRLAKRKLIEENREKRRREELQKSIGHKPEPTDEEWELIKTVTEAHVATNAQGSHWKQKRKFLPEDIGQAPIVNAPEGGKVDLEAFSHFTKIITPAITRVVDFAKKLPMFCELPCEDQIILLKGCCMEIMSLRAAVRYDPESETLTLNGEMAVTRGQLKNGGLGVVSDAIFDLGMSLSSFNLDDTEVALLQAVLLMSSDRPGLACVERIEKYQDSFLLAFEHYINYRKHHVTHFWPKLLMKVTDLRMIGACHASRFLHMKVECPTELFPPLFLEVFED
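Each compound concentration gave % activity, normalized to unbound and bound Texas Red SRC2 controls, from polarization read after 5 hr ambient incubation with T3-loaded human TRb LBD.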
* = called active by the depositor; ? = inconclusive; . = not tested or not shown; & = joins results of further samples; [ ] = another dose, or the depositor's remark. Unless noted, calls follow the shape of the dose curve; as a rule, active = well fitted curve in the direction sought with a large enough effect; inconclusive = small, poorly fitted or top-dose-only effect, or another doubt; inactive = no such curve, though single readings can be large; an effect the other way counts as inactive or inconclusive. These rows are one share of the data (hit frequency here may not be typical).

Sample of the layout (3 entries):
SMILES	aGal spleen mod	TR SRC2 fluor cs	NPSR antagonist	CBFb-RUNX1 inh	Epigenetic reg	Tau fibril FP	Tau fluor counter	TRb SRC2 PPI
Cc1ccc(C2CC(C(F)(F)F)n3nc(C(=O)NCCN4CCOCC4)cc3N2)cc1 (stereo not given)	1%	1%	-1%[46.1 µM]	8%	13%	5%	-7%	-3%
CCN(CC)S(=O)(=O)c1ccc(N2CCOCC2)c(NC(=O)c2cc([N+](=O)[O-])ccc2Cl)c1	-3%	0%	-21%	-1%	2.2%	0%	-15%	5%
CCC1Oc2ccccc2N(CC(=O)NCCCN2CCCCC2C)C1=O (stereo not given)	-3%	-1%	6%[46.1 µM]	1%	0.6%	-8%	-6%	?

Main list, from the first entry:
SMILES	aGal spleen mod	TR SRC2 fluor cs	NPSR antagonist	CBFb-RUNX1 inh	Epigenetic reg	Tau fibril FP	Tau fluor counter	TRb SRC2 PPI
Cc1ccc(C2CC(C(F)(F)F)n3nc(C(=O)NCCN4CCOCC4)cc3N2)cc1 (stereo not given)	1%	1%	-1%[46.1 µM]	8%	13%	5%	-7%	-3%
CCN(CC)S(=O)(=O)c1ccc(N2CCOCC2)c(NC(=O)c2cc([N+](=O)[O-])ccc2Cl)c1	-3%	0%	-21%	-1%	2.2%	0%	-15%	5%
CCC1Oc2ccccc2N(CC(=O)NCCCN2CCCCC2C)C1=O (stereo not given)	-3%	-1%	6%[46.1 µM]	1%	0.6%	-8%	-6%	?
CCOc1ccc(-c2nc(N)ncc2-c2ccc(OC)cc2)c(O)c1	-1%	-1%	-21%	-11%	-4.6%	5%	?	4%
COc1ccc(OCc2nnc(NC(=O)Nc3ccc(F)cc3)s2)cc1	-4%	0%	-11%	1%	-0.7%	10µM*	-10%	-11%
c1ccc(-c2ccc(CN3CCN(c4ncccn4)CC3)cc2)cc1	7%	-1%	-8%[46.1 µM]	1%	0.0%	-8%	-8%	4%
COC(=O)/C=C(\C)NC(=O)c1ccc(F)cc1	4%	-1%	3%[46.1 µM]	-7%	-7.4%	-13%	-8%	-16%
CCOc1ncccc1C(=O)OCC(=O)c1ccc(Cl)s1	-4%	-6%	0%[46.1 µM]	12%	-0.7%	1%	-7%	4%
CCc1cc2ccccc2nc1SCC(=O)N1CCN(C(=O)c2ccco2)CC1	10%	-1%	-24%[46.1 µM]	-2%	0.0%	8%	3%	-3%
C[N+](C)(C)CC[N+]1(C)Cc2c(Cl)c(Cl)c(Cl)c(Cl)c2C1	-24%&-5%	-2%&0%	.	14%	4.0%&0.8%	-8%&-1%	1%&-5%	-13%&6%
CCCn1nc2cc(C(=O)NCc3ccc(C)cc3)ccc2c1OC	-14%	1%	-10%[46.1 µM]	2%	0.9%	-3%	-5%	1%
O=C(OCC#CCSc1nnc(-c2cccc3ccccc23)o1)c1ccco1	-1%	-3%	-9%[46.1 µM]	16%	0.9%	-10%	-26%	6%
Cc1ccc(Cl)cc1-n1ncc2c(N3CCC(C)CC3)ncnc21	.	-2%	.	.	2.6%	1%	-6%	4%
Cc1ccc(NC(=O)c2c3c(nc4ccccc24)C(=O)N(C2CCCCC2)C3)cc1F	.	-3%	.	.	2.5%	-2%	12%	1%
O=C(NCc1ccccn1)C(=O)Nc1cccc2ccccc12	-5%	-1%	10%	3%	-2.8%	-2%	-3%	-7%
CCOc1ccc(CCNC(=O)c2sc3nc4n(c(=O)c3c2C)CCCC4)cc1OCC	.	6%	.	.	0.0%	-4%	-26%	-9%
CC1=C(c2ccc(Cl)cc2)S(=O)(=O)NC1=NCCCN1CCN(c2cc(C)ccc2C)CC1	.	-2%	.	.	0.1%	11%	-23%	-1%
CCN(CC)S(=O)(=O)c1ccc(C(=O)OCCN2C(=O)CCC2=O)cc1	-2%	-5%	-6%[46.1 µM]	-1%	1.7%	-5%	1%	0%
COc1cc2c(cc1OC)C(COc1ccc3c(C)cc(=O)oc3c1)N(C(=O)c1ccc(Cl)cc1)CC2 (stereo not given)	.	0%	.	.	6.7%	0%	-4%	-8%
Cc1cc(=O)[nH]c(NN=C2C3CC4CC(C3)CC2C4)n1	-7%	-2%	-20%	6%	1.1%	-3%	-4%	1%
COc1cccc2c1c(NC(=O)Nc1ccc(F)cc1F)nn2C	10%	0%	-6%	-10%	2.2%	-7%	-20%	-6%
CC(C)(C)C(=O)c1sc(Nc2ccccc2)nc1N	0%	-4%	-14%[46.1 µM]	-4%	-6.0%	19%	?	-9%
CCOc1ccc(C(=O)Oc2c(Sc3ccccc3)c(C)nn2C(C)(C)C)cc1OCC	.	-2%	.	.	-1.3%	-14%	-19%	-9%
CCN(CC(=O)Nc1ccc(N2CCOCC2)cc1)Cc1nc2ccccc2c(=O)[nH]1	-4%	1%	-6%[46.1 µM]	2%	-1.5%	4%	-11%	-5%
COc1ccc(CCC(=O)Nc2ccc(-c3noc(-c4ccc(OC)c(OC)c4)n3)cc2)cc1	14%	1%	9%[46.1 µM]	10%	-1.1%	?	-5%	-26%
Cc1csc(NC(=O)Cc2nn(C)c(=O)c3ccccc23)n1	-14%	-1%	-23%[46.1 µM]	4%	-0.1%	3%	-3%	5%
CC(=O)c1c(C)nc(Nc2nc3ccccc3s2)nc1C	-7%	-1%	39%	9%	-1.0%	5%	-12%	-6%
O=C(CCN1C(=O)COc2ccccc21)N1CCN(c2ccccn2)CC1	3%	1%	-7%[46.1 µM]	2%	1.8%	-1%	0%	4%
S=C(NCc1ccco1)NCC(c1ccco1)N1CCCCC1 (stereo not given)	-6%	-6%	13%	12%	0.8%	1%	?	-1%
C=CCN(c1ccc(C(N)=O)cc1)S(C)(=O)=O	-1%	-4%	3%[46.1 µM]	5%	-1.0%	-9%	-1%	3%
Cc1cc(=O)n2ncnc2n1COCCO	-11%	0%	-3%[46.1 µM]	-3%	-0.1%	2%	5%	8%
O=C(O)C(O)C(O)(Cc1ccc(O)cc1)C(=O)O (stereo not given)	-14%	-4%	.	-8%	9.1%	-9%	-5%	1%
CCc1nc2cc(CC(=O)O)ccc2o1	0%	-4%	4%[46.1 µM]	-2%	0.9%	6%	2%	-1%
O=C(Nc1ccccc1)N1CCSc2ccccc21	-7%	-3%	5%	-2%	-1.9%[10.1 µM]	-11%	-1%	0%
C[n+]1c(/C=C/c2ccc3c(c2)OCO3)ccc2ccccc21	-6%	-1%	1%	-5%	0.0%	-2%	-10%	3%
COc1ccc(Cl)cc1C(=O)NCCc1ccc(S(=O)(=O)NC(=O)NC2CCCCC2)cc1	16%	-1%	-33%	-6%	-3.9%	7%&0%&8%&5%&-2%&-1%&-9%	-8%&-5%&-2%&16%&-25%&-14%&-5%	-5%
Cc1ccc(C)c(NC(=O)Cn2nnc(C(=O)NCCc3ccccc3)c2N)c1	.	-7%	.	.	-0.4%	2%	1%	-2%
Cc1c(Nc2nc3ccccc3nc2NS(=O)(=O)c2cccs2)c(=O)n(-c2ccccc2)n1C	0%	-2%	0%[46.1 µM]	-2%	-3.1%	-4%	-3%	-3%
COc1ccc(Br)cc1CNCc1c(C(=O)O)c(C)n(Cc2ccccc2C)c1C	.	0%	.	.	7.8%	-1%	-1%	1%
CCOc1ccc(C2CC(=O)c3c([nH]c(C(=O)OC4CCCCCC4)c3C)C2)cc1 (stereo not given)	.	0%	.	.	5.1%	-4%	-6%	5%
Cc1cc(C)c(S(=O)(=O)NCC(=O)NCc2ccccn2)c(C)c1	-8%	0%	18%	13%	-0.3%	-4%	-6%	-8%
Cc1cc[n+](CC(=O)c2cccs2)cc1	-5%	0%	4%[46.1 µM]	4%	-1.0%	7%	0%	-2%
C[C@@H](c1ccccc1)N1C(=O)[C@@H]2[C@H]3C(=CC[C@H]2C1=O)C(=O)[C@H]1O[C@H]1[C@H]3O	-4%[17.5 µM]	-2%[11.2 µM]	.	-2%[13.1 µM]	1.1%[10.1 µM]	?	-14%[11.6 µM]	-2%[11.2 µM]
CCOC(=O)c1cc(S(=O)(=O)NC2CCN(C(=O)OCC)CC2)cn1C	1%	1%	-11%[46.1 µM]	4%	-0.9%	3%	-3%	1%
Nc1nonc1-c1nc2ccccc2n1CC(=O)O	10%	-5%	-11%[46.1 µM]	1%	-0.8%	7%	-6%	0%
CCOc1ccc(NC(=O)Cc2c(O)c3ccccc3[nH]c2=O)cc1	3%	0%	-10%[46.1 µM]	3%	-1.0%	11%	-10%	4%
Cc1ccc(CCNC(=O)C2CCCN(S(=O)(=O)c3c(C)noc3C)C2)cc1 (stereo not given)	4%	1%	?	2%	-1.1%	-8%	-5%	3%
COc1ccccc1OCCNC(=O)/C=C/c1ccc([N+](=O)[O-])cc1	0%	-8%	-10%	12%	1.1%	5%	-28%	2%
CCCCN1C(=O)NC(NC(=O)C2CC2)(C(F)(F)F)C1=O (stereo not given)	-5%	3%	11%	16%	-2.8%	1%	-10%	-9%
COc1cc(OC)c(NC(=S)Nc2cccc(C(C)=O)c2)cc1Cl	4%	4%	-13%[46.1 µM]	-6%	-1.2%	0%	?	1%
Cc1ccc(-c2nc(-c3cc4cccc(OCc5ccc(F)cc5)c4oc3=O)no2)cc1	.	2%	.	.	?	-5%	-12%	-6%
Cc1occc1-c1n[nH]c(=S)n1-c1ccccc1	-15%	-2%	-1%	1%	2.2%	1%	3%	-2%
Cn1c(SCc2ccon2)nc2ccccc2c1=O	11%	-2%	5%[46.1 µM]	9%	-1.2%	-3%	2%	-8%
COc1ccc(S(=O)(=O)N(Cc2cc3cc(C)ccc3[nH]c2=O)CC2CCCO2)cc1 (stereo not given)	-3%	-3%	-20%[46.1 µM]	-5%	1.1%	-3%	-17%	-5%
Cc1cc(/C=N/NC(=O)Cn2c3ccccc3c(=O)c3ccccc32)c(C)n1-c1ccc(Cl)cc1	?	-1%	-3%	-5%	1.0%	13%	-19%	2%
CC(=O)Nc1nonc1-c1nnc(SCC(=O)Nc2ccccc2)n1-c1ccccc1	.	-13%	.	.	-1.6%	0%	-11%	-2%
CCS(=O)(=O)c1c(Nc2cc(C)ccc2C)sc(C(=O)c2ccccc2)c1N	.	-4%	.	.	5.1%	-4%	-23%	3%
